KCNQ2 block = KCNQ2 potassium channel inhibitors, primary screen, cell-based, CHO-K1, FluxOR thallium flux, B-score (AID 2156); O88943; 20 min; hits give low values; B-score at 10 µM; 310,000 tested, 1.1% active;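 active means fluorescence ratio B-score at most minus 3 library SDs, with starting brightness B-score within 2 library SDs, cut at about -5.5 in these data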
Kir21 inh = blocks the mouse Kir2.1 inward-rectifier potassium channel. P35561. HEK293-Kir2.1, FluxOR thallium flux fluorescence; hits give low values. 310,000 tested, 0.85% active. B-score at 10 µM. AID 1672;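 active means fluorescence ratio B-score at or below minus 3 SD of library scores, with starting-brightness B-score within 2 SD, cut at about -4.2 in these data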;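 further: channel flux triggered by added potassium and thallium sulfate stimulus; B-score of peak minus minimum fluorescence over baseline after thallium stimulus; more negative B-score means stronger Kir2.1 block with less thallium influx; some compounds called inactive have numbers as strong as hits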
Target sequence (P35561 whole entry, looked up): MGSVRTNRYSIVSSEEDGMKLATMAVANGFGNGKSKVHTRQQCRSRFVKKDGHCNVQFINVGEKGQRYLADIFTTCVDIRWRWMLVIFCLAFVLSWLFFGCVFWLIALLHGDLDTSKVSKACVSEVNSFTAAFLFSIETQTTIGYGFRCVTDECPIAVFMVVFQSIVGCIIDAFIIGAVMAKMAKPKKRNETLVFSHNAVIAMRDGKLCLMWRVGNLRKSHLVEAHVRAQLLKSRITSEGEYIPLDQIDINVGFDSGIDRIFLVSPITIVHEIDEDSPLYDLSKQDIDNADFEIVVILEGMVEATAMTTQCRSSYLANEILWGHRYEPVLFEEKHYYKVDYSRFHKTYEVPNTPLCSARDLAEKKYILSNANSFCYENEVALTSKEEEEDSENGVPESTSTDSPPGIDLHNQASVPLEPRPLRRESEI
Numbers without * were called inactive; i = inactive; & = joins results of further samples. An unsorted share of the library, and some 1.8% of all compounds hit somewhere here.

SMILES	KCNQ2 block	Kir21 inh
O=C(c1ccc(F)cc1)c1ccc(N2CCCC2)cc1	i	0.22
COc1cccc(C2NC(=O)NC(C)=C2C(=O)Nc2cccc(C)c2C)c1 (stereo unspecified)	i	-0.39
COc1ccccc1/C=N\Nc1ccccc1[N+](=O)[O-]	i	-0.23
O=C(CN1CCN(c2ccccc2)CC1)NC(=O)NCc1ccco1	i	-0.04
NCCOc1ccccc1Cc1ccccc1	i	-1.6
Cc1cccc(NC(=O)CSc2ccc(-c3ccccn3)nn2)c1C	i	0
CCOc1ccc(N(C(=O)CNC(=O)c2cccs2)C(C(=O)NCC2CCCO2)c2ccc(OC)c(OC)c2)cc1 (stereo unspecified)	i	0.6
Cc1ccc(NC(=O)CSC2=C(C#N)C(c3ccco3)C3=C(CC(C)(C)CC3=O)N2)cc1 (stereo unspecified)	i	0.47
COc1ccc(NC(=O)c2ccc3c(=O)n(Cc4ccco4)c(=S)[nH]c3c2)c(OC)c1	i	0.94
COc1ccc(NC(=O)c2ccc(Br)c(S(=O)(=O)N3CCOCC3)c2)cc1	i	0.98
Cc1ccc(NC(=O)COC(=O)C2CCC(=O)N2)c([N+](=O)[O-])c1 (stereo unspecified)	i	1.6
O=C(CS(=O)CC(=O)Nc1ccc(Cl)cc1)NCC1OCCc2ccccc21 (stereo unspecified)	i	1.2
COc1cc(SC)ccc1C(=O)Nc1ccc2c(c1)OCO2	i	0.03
N#Cc1ccsc1NC(=O)CCN1CCN(C(c2ccccc2)c2ccccc2)CC1	i	1.1
CCC(=O)NCCc1nc2ccccc2[nH]1	i	0.48
O=C(NCCc1ccccc1Cl)C1CCC(=O)N(Cc2cccc(C(F)(F)F)c2)C1 (stereo unspecified)	i	0.45
CN(Cc1ccon1)C(=O)CC1C(=O)NCCN1Cc1cccc(Oc2ccccc2)c1 (stereo unspecified)	i	-0.14
COc1ccc(Br)cc1CNCCSc1nnnn1C	i	-0.06
O=c1cc(CCl)nc(Cc2c(Cl)cccc2Cl)[nH]1	i	0.1
O=C1C(=O)N(CCO)C(c2cccc(F)c2)/C1=C(\O)c1ccc(Cl)cc1 (stereo unspecified)	i	-0.34
O=C(CCN1CCN(S(=O)(=O)c2ccc(Cl)cc2)CC1)Nc1ccc(F)cc1	i	-2
CC(=O)Nc1cccc(-c2nnc3c4ccccc4c(C)nn23)c1	i	1
O=S1(=O)c2ccccc2N=NN1Cc1cc(Cl)cc(Cl)c1	i	0.02
O=C(COc1coc(CN2CCN(c3ccccc3)CC2)cc1=O)NC1CCCC1	i	-2.7
COc1ccc(/C=C2\CCC/C(=C\c3ccc(OC)c(OC)c3OC)C2=O)c(OC)c1OC	i	-0.12
SMILES	KCNQ2 block	Kir21 inh
CCC(=O)Nc1cccc(-c2cn3ccsc3n2)c1	i	1.3
CCCCCN(CCCCC)C(=O)C(CCC(=O)O)NC(=O)c1ccc(Cl)c(Cl)c1 (stereo unspecified)	i	0.28
N#Cc1ccccc1OCC(=O)N(Cc1nnc(-c2ccccc2Cl)o1)C1CC1	i	-1.1
Cc1cc(C)cc(N2CCCn3c2nc2c3c(=O)[nH]c(=O)n2C)c1	i	0.65
Cc1ccc(C(=O)NC(N(C)C)C(Cl)(Cl)Cl)cc1 (stereo unspecified)	i	-0.35
COC(=O)C1=C(C)N(Cc2ccccc2)C(=NCc2cc(OC)c(OC)c(OC)c2)N[C@H]1c1cccc(F)c1	i	-5.2*
C/C(CC(=O)NC1CCCC1)=N\NC(=O)Cc1csc(N)n1	i	-0.83
O=C(N/N=C1\CCCc2oc(C(=O)O)cc21)c1ccccc1	i	1
COc1cc2c(cc1OC)C(C)N(C(=O)c1cc3c(C)cc(C)cc3[nH]1)CC2 (stereo unspecified)	i	0.34
C#CCOc1c(/C=C\c2nc(O)c([N+](=O)[O-])c(=O)[nH]2)cc(Br)cc1OC	i	0.81
COc1cccc(NC(=O)COc2cccc(-n3cnnn3)c2)c1	i	-0.19
CCOc1ccc(OCC)c(NC(=O)C2CCCN(S(=O)(=O)c3ccc(C)cc3)C2)c1 (stereo unspecified)	i	-0.3
Cc1ccccc1N1CCN(C2CCCN(C(=O)c3csc(C(C)C)n3)C2)CC1 (stereo unspecified)	i	-0.58
COc1ccccc1OCC(=O)Nc1cccc(N(C)S(C)(=O)=O)c1	i	-0.39
O=C(COC(=O)c1ccc[n+]([O-])c1)Nc1c(Br)cc([N+](=O)[O-])cc1Br	i	0.88
Cc1ccc[n+](C(C)C(=O)Nc2ccc([N+](=O)[O-])cc2C)c1 (stereo unspecified)	i	0.02
CCc1nc(SCC(=O)Nc2ccccc2C)n[nH]1	i	0.25
COc1ccc(Oc2cc(C(F)(F)F)nc(N(C)C)n2)cc1	i	0.11
COC(=O)[C@H]1C[C@@H]1[C@H](NC(=O)c1cc(C)on1)c1ccccc1	i	0.19
O=C(c1ccco1)N1CCN(C(=O)N2CCCCC2)CC1	i	2
Cc1ccc(C(=O)N2CCC(n3nccc3NC(=O)Nc3cccc(F)c3)CC2)cn1	i	0.09
CCN(C(=O)COC(=O)CSc1ccc(C)c(C)c1)C1CCS(=O)(=O)C1 (stereo unspecified)	i	0.75
CC1(C)C(c2cccs2)=NC(c2ccccc2)N1O (stereo unspecified)	i	-0.66
CS(=O)(=O)c1ccc(Cl)c(NC(=O)CSc2nncn2-c2ccccc2)c1	i	0.27
O=C(Nc1ccccc1F)C1CCN(C(=O)NCc2ccccc2)CC1	i	-0.07

One compound at a time, as listed above:
`CC1(C)C(c2cccs2)=NC(c2ccccc2)N1O` (stereo unspecified) in the list: KCNQ2 block: i; Kir21 inh: -0.66
`COC(=O)C1=C(C)N(Cc2ccccc2)C(=NCc2cc(OC)c(OC)c(OC)c2)N[C@H]1c1cccc(F)c1` in the list: KCNQ2 block: i; Kir21 inh: -5.2*

Next section:
SMILES	KCNQ2 block	Kir21 inh
Oc1ccc(Cl)cc1C1=NCCNC(C(F)(F)C(F)F)=C1	i	0.42
Cc1ccc(N2CC(C(=O)N3CCC(C(=O)Nc4ccc(Br)cc4)CC3)CC2=O)cc1 (stereo unspecified)	i	1.2
Nn1c(Nc2ccccc2)nc2sc3c(c2c1=O)CCCC3	i	-0.34
O=c1[nH]c(NC2CCCCC2)nnc1Cc1ccccc1	i	-0.88
C[C@H]1O[C@@H](O[C@H]2[C@@H](O)C[C@H](O[C@H]3[C@@H](O)C[C@H](O[C@H]4CC[C@@]5(C)[C@H](CC[C@@H]6[C@@H]5C[C@@H](O)[C@]5(C)[C@@H](C7=CC(=O)OC7)CC[C@]65O)C4)O[C@@H]3C)O[C@@H]2C)C[C@H](O)[C@@H]1O	i	-0.05&-1.3
O=C(Cc1ccccc1)N1CCC(c2nc3ccccc3[nH]2)CC1	i	-1.9
COc1ccc(C2CN=NC23CCCc2ccccc2C3=O)cc1 (stereo unspecified)	i	-0.26
CN(C)S(=O)(=O)c1cccc(-c2nnc(SCc3ccc4c(c3)OCCO4)o2)c1	i	0.17
COc1ccc(NC(=O)CCCN2C(=O)C(c3ccccc3)Oc3cccnc32)c(OC)c1 (stereo unspecified)	i	-1.9
Cc1nn(-c2ccccc2)c2c1C(c1ccc(Cl)cc1)N(c1ccccc1)C(=O)N2 (stereo unspecified)	-7.6*	-0.14
CCOC(=O)c1cnc2nc(Cc3ccccc3)[nH]n2c1=O	i	-0.56
COc1ccccc1C1SCCN1S(=O)(=O)c1cccc(C(F)(F)F)c1 (stereo unspecified)	i	0.64
CCc1nc2cc3sc(CC)nc3cc2s1	i	-0.68
O=C(NCc1cccnc1)c1ccc([N+](=O)[O-])cc1	i	-0.69
Cc1ccc(S(=O)(=O)NCCc2c[nH]c3ccccc23)cc1	i	-1.5
CCOc1ccc(-n2ccnc2SCC(=O)Nc2nnc(C)s2)cc1	i	0.33
Cn1c(=O)[nH]c2c(Cl)nccc21	i	-0.18
CCC(C)[C@H]1CNC(=S)N1CCc1cccc2ccccc12 (stereo partly specified)	i	-0.1
COc1ccc(NC(=O)C2CCCN(C(=O)Nc3ccc(F)cc3)C2)cc1 (stereo unspecified)	i	-0.4
COc1ccc(C2=NN(Cc3c(F)cccc3Cl)C(=O)CC2)cc1	i	-0.3
CSc1ccccc1NC(=O)c1cc2ncc(Br)cn2n1	i	-0.17
CC1CCCCN1Cc1ccc(N)cc1 (stereo unspecified)	i	0.04
CSc1oc(-c2ccc(F)cc2)nc1S(=O)(=O)c1ccc(F)cc1	i	0.98
Cc1cccc(C(=O)N2CCc3ccccc3C2)c1[N+](=O)[O-]	i	1
CCC(=O)N1CCc2cc(S(=O)(=O)NCCC(=O)Nc3ccc(OC)cc3)ccc21	i	-1.6

Of the compounds above, ten have an aryl thioether with sulfur outside any ring.
SMILES	KCNQ2 block	Kir21 inh
Cc1cccc(NC(=O)CSc2ccc(-c3ccccn3)nn2)c1C	i	0
COc1cc(SC)ccc1C(=O)Nc1ccc2c(c1)OCO2	i	0.03
COc1ccc(Br)cc1CNCCSc1nnnn1C	i	-0.06
CCc1nc(SCC(=O)Nc2ccccc2C)n[nH]1	i	0.25
CCN(C(=O)COC(=O)CSc1ccc(C)c(C)c1)C1CCS(=O)(=O)C1 (stereo unspecified)	i	0.75
CS(=O)(=O)c1ccc(Cl)c(NC(=O)CSc2nncn2-c2ccccc2)c1	i	0.27
CN(C)S(=O)(=O)c1cccc(-c2nnc(SCc3ccc4c(c3)OCCO4)o2)c1	i	0.17
CCOc1ccc(-n2ccnc2SCC(=O)Nc2nnc(C)s2)cc1	i	0.33
CSc1ccccc1NC(=O)c1cc2ncc(Br)cn2n1	i	-0.17
CSc1oc(-c2ccc(F)cc2)nc1S(=O)(=O)c1ccc(F)cc1	i	0.98

(more compounds)
SMILES	KCNQ2 block	Kir21 inh
Cc1ccccc1NC(=O)Nc1cccs1	i	2.1
Cc1cc(N2CCOCC2)nc(SCc2ccc(Cl)cc2Cl)n1	i	-0.9
Cc1ccc(NC(=O)CSCC(=O)Nc2cc(Cl)ccc2N2CCOCC2)cc1	i	-1.7
COc1ccc(-c2cc(-c3n[nH]c(=S)n3-c3cc(OC)ccc3OC)[nH]n2)cc1	i	1.1
CCCCC1=CC2=CC(=O)C(C)(OC(=O)CCC(=O)OC)C(=O)C2=CO1 (stereo unspecified)	i	0.18
O=C(NCc1cccnc1)c1cc(-c2ccccc2)on1	i	-0.06
CCCCc1c(O)nc(SCC(=O)c2ccccc2)n(-c2ccccc2C)c1=O	i	0.64
COc1ccc(NC(=O)C2C3C=CC4(O3)C2C(=O)N(CCCN2CCCCC2)C4C(=O)NC2CCCC(C)C2C)cc1 (stereo unspecified)	i	0.24
COc1ccc(Cn2c(SCc3ccc(C)cc3)nc3cc(OC)c(OC)cc3c2=N)cc1Cl	i	-0.21
Cc1cccc2cc(CNCc3ccccc3)c(Cl)nc12	i	0.07
O=C(O)c1ccccc1N(c1ccccc1)c1ccccc1	i	1.5
CC1=NN(C(=O)COc2ccc(C)c(C)c2)C(O)(c2ccc(Cl)cc2)C1 (stereo unspecified)	i	-0.4
CCN(C(C)=O)c1nc(CSc2nnc(NC(C)C)s2)cs1	i	0.82
Cc1c(NC(=O)C2C3C=CC(C3)C2C(=O)O)c(=O)n(-c2ccccc2)n1C (stereo unspecified)	i	0.29
Cc1ccc(S(=O)(=O)N(CC(=O)N/N=C/c2cccc3c2OCCO3)c2ccccc2F)cc1	i	-1.6
c1ccc(-c2ccn3nnnc3n2)cc1	i	-0.27
CCCN(CC1CC1)C(=S)Nc1ccc(C(C)=O)cc1	i	0.03
CCOC(=O)Cc1csc(SCc2nc3ccccc3c(=O)[nH]2)n1	i	-2.3
Cn1cc[n+](C)c1COc1ccc(C=O)cc1	i	-0.37
CN(C)C(CNC(=O)c1ccc(S(=O)(=O)NCc2ccco2)cc1)c1ccccc1 (stereo unspecified)	i	0.37
CN1CCN(C(=O)c2ccc3c(c2)N(Cc2ccc(F)cc2)C(=O)c2ccccc2S3=O)CC1 (stereo unspecified)	i	1.4
CCCc1cc(=O)oc2cc(OCC(=O)NCc3ccccn3)ccc12	i	-0.07
CC(C)OCCCNC(=O)C1CCC(=O)N1C1CCCC1 (stereo unspecified)	i	0.66
Cc1cccc[n+]1CCCCCCCCCC[n+]1ccccc1C	i	0.12
CCOC(=O)C1(CC2CC2)CCN(C(=O)c2cc(OC)nc3ccccc23)CC1	i	1.4
SMILES	KCNQ2 block	Kir21 inh
CCOC(=O)/C=C(\C)N1N=C(c2ccccc2)CC1c1ccccc1 (stereo unspecified)	i	1.1
Cc1ccc(CN2C(=O)CSC2c2cccnc2)cc1 (stereo unspecified)	i	0.28
COc1ccc(NS(=O)(=O)c2cccc(C(=O)NCCCN3CCOCC3)c2)cc1	i	-0.5
Cc1cc(C)nc(Nc2ncn[nH]2)n1	i	2.2
Cn1ncc(N=Cc2ccc([N+](=O)[O-])cc2)c1C(=O)N1CCOCC1	i	-2.5
COc1ccc(/C=N/OCC(=O)Nc2ccc3c(c2)OCO3)c(OC)c1	i	0.07
O=C(NCc1ccccc1C(F)(F)F)C1CC(c2cc(C(F)(F)F)cc(C(F)(F)F)c2)=NO1 (stereo unspecified)	i	0.11
COc1ccc(NC(=O)c2ccccc2CC[N+](=O)[O-])cc1	i	0.87
Cc1ccc(/C=C/c2onc(C)c2S(=O)(=O)N2CCC(C(=O)N3CCCCC3)CC2)cc1	i	-0.43
C=CCc1c(C)nc(C)nc1N/N=C/c1ccc(F)cc1	i	0.07
CC(=O)N1C(=O)/C(=C2\SC(=S)N(c3c(C)n(C)n(-c4ccccc4)c3=O)C2=O)c2ccccc21	i	-0.28
COc1cccc(OC)c1OCCOc1ccc(C(=O)c2ccccc2)cc1	i	-0.02
Clc1ccc2scc(CN3CCCC3)c2c1	i	0.51

Entries listed above printed as active in KCNQ2 block:
SMILES	KCNQ2 block	Kir21 inh
Cc1nn(-c2ccccc2)c2c1C(c1ccc(Cl)cc1)N(c1ccccc1)C(=O)N2 (stereo unspecified)	-7.6*	-0.14

High-throughput results (PubChem)
